# From PubChem BioAssay
# Mtb BioA inh: blocks M. tuberculosis BioA enzyme activity; purified M. tuberculosis BioA enzyme, plate reader; inhibition, % at 9.99 µM; 360,000 compounds, 0.096% hits; in the data active means inhibition above about 40%
# * = called active by the depositor; & = joins results of further samples. A portion of the library; count on the stated rates, not on these rows.
Molecule,Mtb BioA inh
C[C@H]1CN([C@@H](C)CO)C(=O)c2cccc(NC(=O)c3cnccn3)c2O[C@@H]1CN(C)Cc1ccc(Cl)c(Cl)c1,6.4
Cc1noc(C)c1NC(=O)Nc1ccc2c(c1)CC(=O)N([C@@H](C)CO)C[C@@H](C)[C@H](CN(C)C(=O)NC1CCCCC1)O2,3.6
CO[C@@H]1CN(C)C(=O)c2cc(NC(C)=O)ccc2OC[C@H](C)N(C(=O)CN2CCOCC2)C[C@@H]1C,-0.2
COCC(=O)N1[C@@H]2CN(C)c3ccccc3[C@@H]2[C@@H]1CO,-4.5
COc1ccccc1S(=O)(=O)N1CC[C@@H]2[C@@H](CO)Nc3ccc(-c4ccc(F)cc4)cc3[C@@H]21,7.3
CN(C)CC(=O)N[C@H]1CC[C@@H](CCNC(=O)C2CCCC2)O[C@@H]1CO,3.4
C[C@@H](NC(=O)C[C@@H]1C=C[C@H](NC(=O)C2CCC2)[C@@H](CO)O1)c1ccccc1,-3.0
CCC(=O)N1[C@@H]2c3ccc(-c4ccncc4)c(=O)n3C[C@H]1[C@H](CO)[C@H]2C(=O)NC1Cc2ccccc2C1,-3.7
O=C(C[C@@H]1CC[C@@H]2[C@H](COC[C@@H](O)CN2C(=O)Nc2ccc(F)cc2)O1)NC1Cc2ccccc2C1,0.4
C[C@H](O)C#Cc1ccc([C@@H]2[C@@H](CO)N3CCCCN(C(=O)c4cccc(F)c4)C[C@H]23)cc1,2.2
O=C(CN1CCOCC1)N[C@@H]1CC[C@@H](CCNS(=O)(=O)c2ccccc2F)O[C@@H]1CO,0.1
C[C@@H]1CCCCO[C@@H](CN(C)C(=O)Nc2ccc(F)cc2)[C@H](C)CN([C@@H](C)CO)C(=O)c2cc(NC(=O)CCCN(C)C)ccc2O1,0.7
CN1CCN(C(=O)C[C@@H]2C[C@H]3c4cc(NC(=O)Nc5ccc(F)cc5)ccc4O[C@H]3[C@H](CO)O2)CC1,1.7
C[C@H]1CN([C@@H](C)CO)C(=O)c2cccc(NC(=O)Nc3ccc(F)cc3)c2O[C@@H]1CN(C)CC1CC1,1.2
CO[C@H]1CN(C)C(=O)c2cc(NC(=O)C3CCCC3)ccc2OC[C@@H](C)N(CC2CC2)C[C@@H]1C,0.2
COc1ccc(CN(C)C[C@@H]2Oc3ccc(NC(=O)CCN4CCOCC4)cc3C(=O)N([C@@H](C)CO)C[C@H]2C)cc1,-0.5
CCC(=O)N[C@H]1CC[C@@H](CCNC(=O)Nc2ccc(C(F)(F)F)cc2)O[C@H]1CO,1.5
CC(C)NC(=O)N(C)C[C@@H]1Oc2c(NC(=O)c3ccc(-c4nccs4)cc3)cccc2C(=O)N([C@@H](C)CO)C[C@@H]1C,-1.7
COc1ccc(S(=O)(=O)Nc2ccc3c(c2)CC(=O)N([C@H](C)CO)C[C@@H](C)[C@H](CN(C)C(=O)NC2CCCCC2)O3)cc1,0.4
CC(C)CC#Cc1ccc2c(c1)O[C@@H](CN(C)C(=O)c1ccncc1)[C@@H](C)CN([C@@H](C)CO)S2(=O)=O,-0.6
O=C(C[C@H]1CC[C@@H](NS(=O)(=O)c2ccccc2)[C@H](CO)O1)N1CCc2ccccc2C1,5.4
Cc1ccc(S(=O)(=O)Nc2ccc3c(c2)C(=O)N([C@@H](C)CO)C[C@H](C)[C@H](CN(C)C(=O)Nc2ccccc2)OCCCC[C@@H](C)O3)cc1,-4.1
Cc1noc(C)c1NC(=O)N(C)C[C@@H]1Oc2c(NS(=O)(=O)c3ccc(Cl)cc3)cccc2C(=O)N([C@H](C)CO)C[C@@H]1C,0.5
C[C@H](CO)N1C[C@H](C)[C@H](CN(C)C(=O)Nc2ccc(C(F)(F)F)cc2)OCCCC[C@H](C)Oc2ccc(NS(=O)(=O)c3cccs3)cc2C1=O,-0.6
O=C(NCCc1ccncc1)[C@H]1[C@H](CO)[C@H]2Cn3c(ccc(-c4ccc(F)cc4)c3=O)[C@@H]1N2,-0.5
C[C@@H]1CN([C@@H](C)CO)C(=O)c2cccc(NC(=O)C3CC3)c2O[C@H]1CN(C)C(=O)Nc1cccc2ccccc12,-1.8
C[C@H](CO)N1C[C@H](C)[C@H](CN(C)Cc2ccc(Oc3ccccc3)cc2)Oc2ccc(NS(=O)(=O)c3cccs3)cc2CC1=O,-0.8
C[C@H](CO)N1C[C@H](C)[C@@H](CN(C)C(=O)NC2CCCCC2)Oc2ccc(NC(=O)CCCN(C)C)cc2C1=O,-0.4
CCCC#Cc1ccc2c(c1)O[C@@H](CN(C)CC1CCOCC1)[C@@H](C)CN([C@H](C)CO)S2(=O)=O,0.9
O=C(Nc1ccc(F)cc1)Nc1ccc2c(c1)[C@@H]1C[C@@H](CC(=O)N3CCOCC3)O[C@H](CO)[C@@H]1O2,1.0
C/C=C/c1ccc2c(c1)O[C@H](CN(C)Cc1cccnc1)[C@H](C)CN([C@@H](C)CO)S2(=O)=O,1.7
COc1ccccc1NC(=O)N(C)C[C@H]1Oc2ncc(C#CCC(C)C)cc2C(=O)N([C@@H](C)CO)C[C@H]1C,-0.5
Cc1noc(C)c1NC(=O)N(C)C[C@H]1OCCCC[C@@H](C)Oc2ccc(NS(=O)(=O)c3ccccc3)cc2C(=O)N([C@H](C)CO)C[C@H]1C,1.6
CCC(=O)Nc1ccc2c(c1)OC[C@@H](C)N(C(=O)NC(C)C)C[C@H](C)[C@@H](OC)CN(C)C2=O,-3.4
C[C@@H]1CCCCO[C@@H](CN(C)C(=O)CCCN(C)C)[C@H](C)CN([C@H](C)CO)C(=O)c2cc(NC(=O)C3CCCCC3)ccc2O1,4.3
O=C(C[C@@H]1CC[C@@H]2[C@H](COC[C@@H](O)CN2C(=O)c2cnccn2)O1)NCc1ccc(Oc2ccccc2)cc1,0.3
O=C(C[C@H]1C[C@H]2c3cc(NC(=O)c4ccc5c(c4)OCO5)ccc3O[C@H]2[C@H](CO)O1)NCc1cccc(F)c1,-1.2
C/C=C/c1ccc([C@H]2[C@H](CO)N(C(=O)CC)[C@H]2CNC(=O)CC)cc1,-3.2
CC=Cc1ccc2n(c1=O)C[C@@H]1[C@@H](CO)[C@H](C(=O)Nc3ccc(-c4ccccc4)cc3)N(C(C)=O)[C@H]21 (mixture of isomers),1.6
C[C@@H]1CN([C@@H](C)CO)C(=O)c2cc(C#CCc3ccccc3)cnc2O[C@@H]1CN(C)C(=O)C1CC1,1.0
O=C(C[C@@H]1C[C@@H]2c3cc(NC(=O)Cc4ccncc4)ccc3O[C@@H]2[C@H](CO)O1)NCc1ccccn1,3.6
Cc1cc(C(=O)Nc2cccc3c2O[C@@H](CN(C)Cc2ccncc2)[C@H](C)CN([C@@H](C)CO)C3=O)n(C)n1,-3.4
CS(=O)(=O)N1[C@H](CO)[C@H](c2ccc(C#Cc3cccc(F)c3)cc2)[C@@H]1C#N,2.4
O=C(C[C@H]1C[C@@H]2c3cc(NC(=O)CC4CC4)ccc3O[C@@H]2[C@@H](CO)O1)NCc1ccccn1,-0.3
O=C(NCC(F)(F)F)[C@@H]1[C@@H](CO)[C@@H]2Cn3c(cccc3=O)[C@H]1N2CC1CCCCC1,-0.1
COc1cccc(CNC(=O)C[C@H]2CC[C@@H](NC(=O)C3CCC3)[C@H](CO)O2)c1,3.7
COc1ccc(S(=O)(=O)Nc2ccc3c(c2)CC(=O)N([C@@H](C)CO)C[C@H](C)[C@@H](CN(C)C(=O)Nc2cccc4ccccc24)O3)cc1,-0.7
Cc1noc(C)c1NC(=O)N(C)C[C@H]1Oc2cc(C#CCN(C)C)ccc2S(=O)(=O)N([C@@H](C)CO)C[C@H]1C,-1.4
CCC(=O)N(C)C[C@@H]1Oc2cc(-c3cncnc3)ccc2S(=O)(=O)N([C@H](C)CO)C[C@@H]1C,-3.0
CC(C)NC(=O)N[C@H]1CC[C@H](CC(=O)NC2Cc3ccccc3C2)O[C@@H]1CO,-2.0

# Next section
Molecule,Mtb BioA inh
C[C@@H]1CCCCO[C@H](CN(C)S(C)(=O)=O)[C@H](C)CN([C@@H](C)CO)C(=O)c2cc(N(C)C)ccc2O1,-1.3
O=C(C[C@@H]1C=C[C@H](NC(=O)C2CCC2)[C@H](CO)O1)NCc1ccncc1,0.6
CN(C)CC(=O)Nc1ccc2c(c1)[C@H]1C[C@H](CC(=O)NCCc3ccccc3)O[C@@H](CO)[C@H]1O2,-0.4
CC(C)NC(=O)N(C)C[C@@H]1Oc2cc(-c3cccnc3)ccc2S(=O)(=O)N([C@@H](C)CO)C[C@H]1C,2.1
COc1ccc(CN2C(=O)[C@@H]3[C@H]4C(=O)O[C@H](c5ccccc5)[C@@H](C)N(C)C(=O)CC/C=C/[C@H]4O[C@@]34C=CCN(Cc3ccccc3)C(=O)[C@@H]24)cc1,1.8&-0.9
Cc1noc(C)c1S(=O)(=O)Nc1ccc2c(c1)C(=O)N([C@@H](C)CO)C[C@H](C)[C@H](CN(C)C(=O)Nc1cccc3ccccc13)OCCCC[C@H](C)O2,-0.5
CCCN(C)C[C@H]1Oc2ncc(C#CCN(C)C)cc2C(=O)N([C@H](C)CO)C[C@H]1C,-0.8
O=C(N[C@@H]1CC[C@@H](CC(=O)N2CCOCC2)O[C@H]1CO)c1ccccn1,-1.1
NCCCCCNC(=O)[C@@H]1C[C@@H]2C(=O)NCC(=O)N2[C@@H]1c1cccc(OCCO)c1,1.9
O=C(NCC(F)(F)F)[C@@H]1c2ccccc2C(=O)N(CC23CC4CC(CC(C4)C2)C3)[C@H]1c1ccc(CO)cc1,-1.1
CS(=O)(=O)N1[C@@H]2c3ccc(-c4cccc(F)c4)c(=O)n3C[C@H]1[C@H](CO)[C@H]2C(=O)N1CCOCC1,-1.3
C[C@@H]1CCCCO[C@@H](CN(C)CC2CCCCC2)[C@H](C)CN([C@@H](C)CO)C(=O)c2cc(NC(=O)NC3CCCCC3)ccc2O1,-4.2
CCCN1C[C@@H](C)[C@@H](OC)CN(C)C(=O)c2cc(NS(=O)(=O)c3cn(C)cn3)ccc2OC[C@H]1C,-0.5
O=C(C[C@@H]1CC[C@@H]2[C@H](COC[C@@H](O)CN2CCC(F)(F)F)O1)NCC1CCCCC1,-0.5
CCN1[C@@H]2Cn3c(ccc(-c4ccncc4)c3=O)[C@H]1[C@@H](C(=O)NCCc1cn(C)cn1)[C@@H]2CO,-0.5
Cc1ccc(S(=O)(=O)N[C@H]2CC[C@@H](CC(=O)NCc3ccncn3)O[C@@H]2CO)cc1,-1.2
C[C@@H]1CN([C@@H](C)CO)C(=O)c2cc(NS(=O)(=O)c3cccs3)ccc2O[C@@H](C)CCCCO[C@H]1CN(C)S(=O)(=O)c1cn(C)cn1,0.4
C[C@H](CO)N1C[C@H](C)[C@@H](CN(C)S(=O)(=O)c2ccc(Cl)cc2)Oc2ccc(NC(=O)Nc3ccccc3)cc2C1=O,-0.1
O=C(C[C@H]1CC[C@H](NS(=O)(=O)c2ccccc2)[C@H](CO)O1)NCc1ccc(Cl)c(Cl)c1,1.4
CO[C@@H]1CN(C)C(=O)c2cc(NS(=O)(=O)c3cccc(F)c3)ccc2OC[C@H](C)N(Cc2cc(F)ccc2F)C[C@@H]1C,-6.3
Cc1ccc(S(=O)(=O)Nc2ccc3c(c2)C(=O)N([C@@H](C)CO)C[C@@H](C)[C@@H](CN(C)S(=O)(=O)c2cccs2)OCCCC[C@@H](C)O3)cc1,-2.9
COc1ccc(NC(=O)N(C)C[C@H]2OCCCC[C@@H](C)Oc3ccc(NS(=O)(=O)c4cccs4)cc3C(=O)N([C@H](C)CO)C[C@H]2C)cc1,-6.9
COc1ccc(NC(=O)Nc2cccc3c2O[C@@H](CN(C)S(=O)(=O)c2ccc(OC)cc2)[C@H](C)CN([C@@H](C)CO)C3=O)cc1,1.5
C[C@H]1CN([C@@H](C)CO)C(=O)Cc2cc(NC(=O)Nc3ccc4c(c3)OCO4)ccc2O[C@@H]1CN(C)C(=O)NC1CCCCC1,1.9
Cn1cnc(S(=O)(=O)N[C@@H]2C=C[C@H](CC(=O)NCC3CC3)O[C@H]2CO)c1,1.2
COc1ccc(S(=O)(=O)N(C)C[C@H]2Oc3ccc(NS(=O)(=O)c4cn(C)cn4)cc3C(=O)N([C@@H](C)CO)C[C@@H]2C)cc1,-1.4
CCN1[C@@H]2c3ccc(-c4ccccc4)c(=O)n3C[C@H]1[C@H](CO)[C@H]2C(=O)NCc1ccccc1,-1.2
C[C@H](CO)N1C[C@H](C)[C@@H](CN(C)C(=O)c2ccccn2)Oc2ncc(Br)cc2C1=O,3.8
C[C@@H]1CCCCO[C@@H](CN(C)C(=O)Nc2cccc3ccccc23)[C@@H](C)CN([C@H](C)CO)C(=O)c2cc(NC(=O)C3CCCCC3)ccc2O1,-1.2

# A draw from above in order of SMILES length, descending.
Molecule,Mtb BioA inh
C[C@@H]1CCCCO[C@@H](CN(C)C(=O)Nc2cccc3ccccc23)[C@@H](C)CN([C@H](C)CO)C(=O)c2cc(NC(=O)C3CCCCC3)ccc2O1,-1.2
COc1ccc(S(=O)(=O)N(C)C[C@H]2Oc3ccc(NS(=O)(=O)c4cn(C)cn4)cc3C(=O)N([C@@H](C)CO)C[C@@H]2C)cc1,-1.4
CCN1[C@@H]2c3ccc(-c4ccccc4)c(=O)n3C[C@H]1[C@H](CO)[C@H]2C(=O)NCc1ccccc1,-1.2
C[C@H](CO)N1C[C@H](C)[C@@H](CN(C)C(=O)c2ccccn2)Oc2ncc(Br)cc2C1=O,3.8

# Random excerpt: 4 entries already listed.
Molecule,Mtb BioA inh
C[C@@H]1CN([C@@H](C)CO)C(=O)c2cccc(NC(=O)C3CC3)c2O[C@H]1CN(C)C(=O)Nc1cccc2ccccc12,-1.8
COc1ccc(CN(C)C[C@@H]2Oc3ccc(NC(=O)CCN4CCOCC4)cc3C(=O)N([C@@H](C)CO)C[C@H]2C)cc1,-0.5
C[C@H](CO)N1C[C@H](C)[C@@H](CN(C)C(=O)c2ccccn2)Oc2ncc(Br)cc2C1=O,3.8
C[C@@H](NC(=O)C[C@@H]1C=C[C@H](NC(=O)C2CCC2)[C@@H](CO)O1)c1ccccc1,-3.0
